Assay outcomes deposited in PubChem by The Scripps Research Institute Molecular Screening Center.
Tn7 DDE FP: inhibitors of Tn7 peptide binding to fibrin DD(E), primary screen, biochemical, fluorescence polarization, human fibrin, Tn7 probe; AID 720508, 2013; FP displacement of FITC-Tn7 peptide from fibrin DD(E); 0% = median of compound wells per plate; 370,000 tested, 0.13% active; inhibition, % at 8.3 µM; Fibrinogen beta chain (Homo sapiens), P02675;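 active means inhibition above the mean of compounds falling within the control limits plus 3 SD of them, cut at about 14% in these data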;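 further: 0% = plate median of compound wells and 100% = 10 µM Aha-Tn7 peptide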
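system = human fibrin DD(E) protein | quantity = DD(E) 2 µM final | medium = Tris/NaCl/CaCl2 buffer, pH 7.8 | also added = labelled Tn7 tracer, 0.1 µM | compound dosing = single point at 8.3 µM | timing = compound with protein 10 min, then 3 h after probe, room temperature | signal = FP measurement | benchmarks = Aha-Tn7 high control | repeats = one replicate per compound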
PLC-gamma1 inh: PLC-gamma1 enzyme inhibitors, primary screen, biochemical, fluorescence, purified enzyme; AID 720700, 2013; 370,000 tested, 0.84% active; inhibition, % at 12.2 µM; fluorogenic substrate; in the data active means inhibition above about 9.5%
PLC-beta3 inh: human PLC-beta3 inhibitors, primary screen, biochemical, fluorescence | Purified PLC-beta3, fluorogenic substrate | inhibition, % at 12.2 µM | 370,000 tested, 0.18% active | AID 720704, 2013; in the data active means inhibition above about 11%;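 further: 0% = median of compound wells on plate and 100% = full blocker control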
TDP2 absorb: human TDP2 enzyme inhibitors, primary screen, biochemical, epi absorbance, recombinant enzyme | Tyrosyl-DNA phosphodiesterase 2 (Homo sapiens), O95551 | T5PNP hydrolysis, p-nitrophenol absorbance 415 nm | inhibition, % at 12.8 µM | 370,000 tested, 0.34% active;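 active means inhibition above the mean of all tested compounds plus 3 SD, set per campaign, cut at about 25% in these data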;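 further: 0% = DMSO with enzyme and 100% = buffer with substrate but no TDP2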
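test system = human TDP2 enzyme | input = TDP2 enzyme at 120 nM final | medium = 50 mM Tris-HCl pH 7.5 with Mg2+, KCl, DTT, BSA | also added = T5PNP substrate, 5 mM | times = 2 h at 37 °C | technique = epi absorbance | benchmarks = high control without enzyme, low control DMSO plus TDP2 | replication = each compound tested once, singlicate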
ASAP1 inh: inhibitors of human ASAP1 ArfGAP activity, primary screen, biochemical, fluorescence polarization; Arf-GAP with SH3 domain, ANK repeat and PH domain-containing protein 1 (Homo sapiens), …; ASAP1-stimulated ARF1 GTP hydrolysis, GDP FP detection; inhibition, % at 16.5 µM; 360,000 tested, 0.19% active; in the data active means inhibition above about 25%;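 further: 0% = vehicle with enzyme and substrate and 100% = no enzyme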
Target sequence (Q9ULH1 325-724 limits assumed): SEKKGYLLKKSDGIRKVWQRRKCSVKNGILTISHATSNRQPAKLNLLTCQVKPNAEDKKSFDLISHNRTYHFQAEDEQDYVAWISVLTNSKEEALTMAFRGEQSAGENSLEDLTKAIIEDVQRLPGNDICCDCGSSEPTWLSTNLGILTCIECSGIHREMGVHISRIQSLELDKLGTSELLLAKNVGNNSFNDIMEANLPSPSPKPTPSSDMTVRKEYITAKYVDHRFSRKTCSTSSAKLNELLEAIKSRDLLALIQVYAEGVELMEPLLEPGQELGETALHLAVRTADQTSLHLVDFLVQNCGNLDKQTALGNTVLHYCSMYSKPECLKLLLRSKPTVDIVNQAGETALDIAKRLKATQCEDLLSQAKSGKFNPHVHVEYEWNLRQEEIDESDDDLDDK
ADAM10 inh: human ADAM10 inhibitors, primary screen, biochemical, QFRET, HTS; Disintegrin and metalloproteinase domain-containing protein 10 (Homo sapiens), O14672; inhibition, % at 7 µM; 370,000 tested, 0.62% active; recombinant ADAM10, EDANS/DABCYL FRET peptide cleavage, 3 h; AID 720582, 2013;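 active means inhibition above a per-campaign cutoff equal to the mean of compounds falling between control-based bounds plus 3 SD, cut at about 20% in these data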;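 further: 0% = DMSO wells while the 100% control is not disclosed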
ARFGAP1 inh: inhibitors of rat ARFGAP1 GAP activity, primary screen, biochemical, fluorescence polarization, GDP tracer | Arfgap1-stimulated ARF1 GTP hydrolysis, GDP FP detection | inhibition, % at 16.5 µM | 360,000 tested, 0.26% active | AID 651572, 2012;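 active means inhibition above a per-plate limit, mean inhibition of low control wells plus 3 SD, cut at about 25% in these data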;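 further: 0% = DMSO wells with enzyme and 100% = wells lacking Arfgap1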
Target sequence (Q62848 1-136 limits assumed): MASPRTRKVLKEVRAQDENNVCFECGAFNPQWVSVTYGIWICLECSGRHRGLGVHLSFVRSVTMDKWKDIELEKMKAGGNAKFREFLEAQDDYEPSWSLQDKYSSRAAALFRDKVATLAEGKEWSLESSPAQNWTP
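System: truncated rat Arfgap1 GAP domain / Benchmarks: high control wells lacking Arfgap1, low control full reaction with DMSO / Times: compound-enzyme preincubation 20 min, reaction 120 min, detection 60 min, 25 °C / Repeats: one replicate per compound / Also added: human ARF1(Δ1-17)-GTP substrate / Measured by: Tracer-displacement fluorescence polarization with EDTA stop, 620/688 nm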
Tn6 DDE FP: inhibitors of Tn6 peptide binding to fibrin DD(E), primary screen, biochemical, fluorescence polarization, human fibrin, Tn6 probe | Fibrinogen beta chain (Homo sapiens), P02675 | Fibrin DD(E) TRITC-Tn6 fluorescence polarization displacement | inhibition, % at 8.3 µM | 370,000 tested, 0.21% active | AID 720509, 2013;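 active means inhibition above a per-campaign cutoff: mean of compounds within control limits plus 3 SD, cut at about 15% in these data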;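 further: 0% = median of all compound wells on the plate and 100% = blocking peptide control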
SIAE inh: human SIAE inhibitors, primary screen, biochemical, fluorescence polarization, FP-Rh probe, 1536-well HTS; Sialate O-acetylesterase (Homo sapiens), Q9HAT2; SIAE FP-Rh probe binding; inhibition, % at 9.66 µM; 370,000 tested, 0.69% active; AID 1053197, 2014;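 active means inhibition above a cutoff: mean of compounds within the control limits plus 3 SD of those, cut at about 17% in these data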;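 further: 0% = plate median of compound wells and 100% = probe without SIAE protein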
Target sequence (Q9HAT2 whole entry, looked up): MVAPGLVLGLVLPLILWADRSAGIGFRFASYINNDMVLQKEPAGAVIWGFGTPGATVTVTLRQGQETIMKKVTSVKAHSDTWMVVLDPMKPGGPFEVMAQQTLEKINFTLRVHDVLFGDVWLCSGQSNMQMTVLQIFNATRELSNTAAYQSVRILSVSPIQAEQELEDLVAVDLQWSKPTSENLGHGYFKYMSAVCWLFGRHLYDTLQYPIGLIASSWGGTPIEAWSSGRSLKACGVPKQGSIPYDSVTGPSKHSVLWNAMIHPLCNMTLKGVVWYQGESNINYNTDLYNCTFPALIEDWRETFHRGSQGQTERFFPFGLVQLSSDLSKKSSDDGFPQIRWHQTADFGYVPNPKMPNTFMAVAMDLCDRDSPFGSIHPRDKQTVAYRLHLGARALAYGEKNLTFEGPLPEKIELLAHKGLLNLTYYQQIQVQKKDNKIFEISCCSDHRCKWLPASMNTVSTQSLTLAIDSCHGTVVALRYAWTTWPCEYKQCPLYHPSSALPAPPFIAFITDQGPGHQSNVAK
ADAM17 inh: ADAM17 inhibitors, primary screen, biochemical, QFRET | recombinant ADAM17, EDANS/DABCYL FRET peptide cleavage | inhibition, % at 6.95 µM | 370,000 tested, 0.83% active;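 active means inhibition above the mean of compounds lying between control limits plus 3 SD, set per campaign, cut at about 8.5% in these data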;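 further: 0% = DMSO-only wells as the low control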
* hit, by the source's call.

no. | smiles | ADAM10 inh | ARFGAP1 inh | Tn7 DDE FP | PLC-gamma1 inh | SIAE inh | PLC-beta3 inh | TDP2 absorb | ADAM17 inh | ASAP1 inh | Tn6 DDE FP
1 | Cc1ccccc1SC1CCN(C(=O)C2CCC(=O)N(C3CC3)C2)CC1 (stereo not drawn) | -6 | -1 | -3 | -1 | 0 | -6 | -6 | -1 | -12 | 2
2 | COC(=O)[C@]12CCCCC=C1N(Cc1ccc(Cl)cc1Cl)C(=O)[C@H](CC(=O)N1CCN(C(=O)c3ccco3)CC1)C2 | 0 | -10 | 1 | 4 | 1 | 1 | -7 | 4 | 12 | 1
3 | CC(C)(C(=O)c1ccccc1)/[N+]([O-])=C/c1ccccc1 | 1 | -1 | -4 | 2 | -1 | -1 | -3 | 1 | 2 | 10
4 | CCOCCCNC(=O)c1cn(CC(C)C)c(=O)c2cc(OC)c(OC)cc12 | -16 | -5 | 2 | -2 | 14 | 1 | 7 | -5 | 3 | -4
5 | COc1ccc(NC(=O)CSC2=C(C#N)C(c3ccco3)C3=C(CCCC3=O)N2)c(OC)c1 (stereo not drawn) | -2 | 7 | -3 | 0 | 5 | -7 | -5 | 0 | 4 | -3
6 | CC(C)(C)c1ccc(/C=C2/SC(N3CCCC3)=NC2=O)cc1 | 4 | 2 | -5 | 0 | -2 | -3 | -1 | 2 | 3 | 3
7 | COc1ccc(-c2cn3c(C)c(C(=O)NC(C)C)sc3n2)cc1 | -8 | 7 | -2 | -4 | 6 | -4 | 4 | -3 | 0 | 3
8 | Cc1nc(NC(=O)CSc2nc3cccnc3n2Cc2ccccc2)sc1C | 0 | -7 | -3 | 1 | -7 | 0 | -5 | 4 | -8 | 14
9 | CCCN(Cc1ccco1)S(=O)(=O)c1ccc(OC)c(OC)c1 | 3 | -5 | 2 | 3 | 15 | 2 | 11 | -11 | 4 | 0
10 | Cc1cc(NC(=O)CN2C(=O)c3ccccc3S2(=O)=O)no1 | -5 | -16 | -1 | -1 | 8 | -4 | 14 | -2 | 3 | 5
11 | COc1ccc(NC(=O)c2ccc(NC(=O)c3nc4nccc(C)n4n3)cc2)cc1 | -9 | 4 | 7 | 1 | -1 | -4 | -4 | -4 | -1 | -3
12 | O=CN(CCN(C=O)CN1CCCCC1)CN1CCCCC1 | 2 | -6 | -2 | 2 | 7 | 2 | -3 | -2 | -13 | 4
13 | COc1ccc(NC(=O)CSc2nnnn2C)cc1S(=O)(=O)N1CCCCC1 | -4 | 4 | -4 | -4 | -3 | -3 | 0 | 0 | 4 | -7
14 | CC(=O)Nc1ccccc1OCc1cnc(Cl)s1 | -2 | 5 | 2 | 0 | -5 | -1 | 4 | 0 | 2 | 2
15 | CN(N=Cc1cccc2cccnc12)c1ccc([N+](=O)[O-])cc1[N+](=O)[O-] | -3 | 4 | -3 | 1 | 0 | -1 | -3 | -1 | 5 | 3
16 | COc1cccc(CC(C(=O)Nc2cc(C)ccc2C)c2nn[nH]n2)c1OC (stereo not drawn) | 8 | 4 | -5 | -4 | 2 | 1 | 6 | 0 | 8 | 2
17 | COc1ccccc1NC(=S)NCCSc1ccc(Cl)cc1 | 5 | 2 | 3 | 1 | 2 | -3 | -5 | 2 | 4 | 4
18 | CC(C)c1cc(NC(=O)CSc2nnc(-c3ccccc3F)n2C)on1 | -3 | 2 | 3 | 0 | 5 | -1 | -1 | 0 | -9 | -1
19 | COc1ccc(N(C)S(=O)(=O)c2cccc(C(=O)Nc3ccc(-n4cnnn4)cc3)c2)cc1 | -1 | 15 | 1 | 0 | -28 | -1 | -6 | -1 | 11 | 6
20 | CC(CC(=O)c1cccs1)CC(=O)c1cccs1 | -10 | -10 | 0 | 0 | -1 | 0 | 3 | -4 | -2 | 2
21 | O=C(COC(=O)c1ccccc1O)Nc1cccc2ccccc12 | -9 | 0 | 3 | -2 | 7 | -2 | -2 | -7 | 1 | -1
22 | C=CCn1c(SCC(=O)c2c(N)n(C3CC3)c(=O)[nH]c2=O)nnc1-c1ccc(OC)cc1 | -6 | -1 | -7 | -2 | -8 | -6 | -11 | 1 | 8 | 4
23 | O=C(c1ccncc1)c1ccc(NS(=O)(=O)c2ccc(Br)s2)cc1 | -2 | -7 | 5 | -3 | 5 | -4 | 1 | -1 | -14 | 3
24 | CN1CCCC(OC(=O)c2ccc3c(c2)OCCO3)C1 (stereo not drawn) | 3 | 10 | -1 | 8 | -4 | 8 | -9 | 4 | -8 | 5
25 | Cc1ccn2cc(CCNC(=O)C3CC=CCC3C(=O)O)nc2c1 (stereo not drawn) | -28 | 2 | 7 | -2 | 1 | -4 | -5 | -12 | -8 | 7

Limited to PLC-beta3 inh (2 entries from above):
No. | structure | PLC-beta3 inh
21 | O=C(COC(=O)c1ccccc1O)Nc1cccc2ccccc12 | -2
4 | CCOCCCNC(=O)c1cn(CC(C)C)c(=O)c2cc(OC)c(OC)cc12 | 1

Following part.
no. | smiles | ADAM10 inh | ARFGAP1 inh | Tn7 DDE FP | PLC-gamma1 inh | SIAE inh | PLC-beta3 inh | TDP2 absorb | ADAM17 inh | ASAP1 inh | Tn6 DDE FP
26 | CCCCCCCNC(=O)C1(CC2CC(c3cccc(Br)c3)=NO2)CCN(C(=O)C2(C)CC2)CC1 (stereo not drawn) | 3 | -9 | -3 | 3 | 3 | 0 | -13 | 1 | 1 | -7
27 | COc1ccc(C)cc1NC(=O)n1ncc2cc(Cl)ccc21 | 0 | 9 | -7 | 5 | 3 | 1 | -1 | 0 | -11 | 4
28 | COc1cccc(NC(=O)CSc2nnc(-c3cc(-c4ccccn4)nc4ccccc34)o2)c1 | 10 | -2 | -2 | 1 | 4 | 4 | -5 | 2 | 8 | -2
29 | O=C(NCc1cccc(Cl)c1)c1ccc(-n2ccnc2)c2ccoc12 | -11 | -6 | -1 | 0 | 0 | -2 | 11 | -3 | -9 | 6
30 | Cc1nc2sccn2c(=O)c1S(=O)(=O)Nc1ccc(N2CCN(S(C)(=O)=O)CC2)cc1 | 3 | 9 | -3 | 4 | 5 | -4 | 21 | 1 | 0 | -3
31 | COc1cccc(C(=O)NCC(c2ccc3c(c2)OCO3)N2CCN(c3ccc(F)cc3)CC2)c1 (stereo not drawn) | 1 | -6 | 6 | 5 | 3 | -4 | -9 | -1 | -8 | 5
32 | CC12CCC(C(=O)N(NC(=O)c3cccnc3)C1=O)C2(C)C (stereo not drawn) | -1 | 3 | -3 | 1 | -10 | 1 | -8 | -2 | 15 | 3
33 | CCOc1ccccc1C(=O)OC(C)C(=O)Nc1ccc(S(=O)(=O)N2CCCC2)cc1 (stereo not drawn) | 10 | 4 | 2 | 4 | -6 | -2 | 0 | 3 | -9 | 0
34 | O=C(Nc1ccc(Cl)c(Cl)c1)O/N=C/c1ccncc1 | -8 | 7 | -2 | 5 | -121 | 4 | 0 | 2 | 10 | -4
35 | COc1cccc(NC(=O)CCC(=O)N2CC(C)Oc3ccc(C)cc32)c1 (stereo not drawn) | 8 | -6 | 4 | 6 | -1 | 11 | -16 | 8 | 6 | 7
36 | Cc1cc(O)c(-c2n[nH]c3c2C(c2cccc(O)c2)N(Cc2cccnc2)C3=O)cc1Cl (stereo not drawn) | 22* | 7 | -4 | -8 | -3 | -10 | 1 | 9.6* | 5 | -19
37 | COc1ccc(OCc2cc(C(=O)NCc3cccc(C)n3)no2)c(Cl)c1 | 5 | -10 | 2 | -5 | -5 | -11 | -15 | 2 | 13 | 2
38 | Nc1nc2ncc(-c3ccsc3)c(N)n2n1 | -7 | 9 | 0 | 3 | 0 | -3 | -1 | -4 | 6 | 2
39 | CC1CCCN(C(c2ccccc2)c2sc3ncnn3c2O)C1 (stereo not drawn) | -10 | 2 | 7 | 1 | -2 | 0 | 3 | 0 | -5 | 3
40 | CC(=O)N/N=C(\C)C1COc2ccccc2O1 (stereo not drawn) | 2 | -1 | 5 | 0 | 2 | -4 | -4 | 3 | -17 | 0
41 | COc1ccc(-n2nc3cc(N)c(Br)cc3n2)cc1 | -101 | 10 | 7 | -114 | -6 | -128 | -1 | -46 | 4 | 0
42 | Cc1cccc(C)c1[N+](=O)[O-] | -3 | -8 | -1 | 1 | -1 | -1 | -7 | -5 | -8 | 2
43 | S=c1[nH]nc(-c2ccco2)n1C1CCCCC1 | 2 | 4 | -4 | 3 | 17 | 5 | 14 | 1 | 6 | 4
44 | COc1ccc2nc(NC(=O)CCNS(=O)(=O)c3ccc4c(c3)oc(=O)n4C)sc2c1 | 0 | -3 | -3 | -3 | 3 | 2 | 7 | -2 | 7 | -7
45 | COc1ccccc1NC(=O)Cn1nnc(C(=O)Nc2ccccc2)c1N | -7 | 5 | -3 | 0 | 6 | -2 | 5 | -4 | 13 | -4
46 | COc1ccc(-c2nn(-c3ccccc3)cc2/C=N/NC(N)=S)cc1OC | -6 | 8 | -2 | -74 | 5 | -96 | -3 | 0 | 5 | -6
47 | Cc1c(C(=O)N2CCN(Cc3ccccc3)CC2)oc2c1C(=O)CCC2 | -9 | -1 | 3 | 0 | 3 | -7 | 2 | -5 | 9 | 0
48 | C/C(=C\c1ccc(F)cc1)C(=O)c1c(C)cc(C)[nH]c1=O | -2 | 1 | -5 | 2 | -9 | -4 | 10 | -4 | 7 | 0
49 | CN(C)S(=O)(=O)c1ccc(C(=O)Nc2nnc(-c3ccc4c(c3)CCCC4)o2)cc1 | -8 | 10 | -2 | -2 | -4 | -2 | -11 | 4 | 0 | 5
50 | CCCn1c(SCC(=O)N(CC)c2c(N)n(Cc3ccccc3)c(=O)[nH]c2=O)nnc1-c1ccncc1 | -16 | -6 | -8 | 0 | 1 | -6 | 0 | -6 | 1 | 4
51 | Cc1ccc(NC(=O)c2cc(C)n(-c3cccc(C)c3)c2C)cc1 | -1 | 0 | 5 | -1 | -12 | -2 | -8 | 1 | -16 | 0
52 | Cc1ccnc(NC(=O)CNC(=O)c2ccc(C)s2)c1 | -2 | 1 | 0 | 0 | 0 | -5 | -10 | -8 | -2 | 4
